ABCG2 inh: human ABCG2 inhibition, ABCB1 as counter-screen; Q9UNQ0; IgMXP3 cells, JC-1 efflux, flow cytometry; inhibition, % at 6.6 µM; actives 0.1% (n = 190,000);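 active means inhibition above 80%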;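 further: 0% = DMSO and 100% = nicardipine control wells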
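Measure – % inhibition of efflux relative to nicardipine and DMSO · Test system – ABCG2 IgMXP3 and barcoded ABCB1 CCRF-Adr cell mix · Control set – nicardipine as high control, DMSO as low control · Compound – one concentration, 6.6 µM final · Signal – flow cytometry of retained JC-1 fluorescence · Timing – 10 min exposure at 25 °C with rotation, no wash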
Bim-Bfl-1: inhibitors of Bim-Bfl-1 interaction, human | Q16548 | Bead-based flow cytometry, Bim-Bfl-1 binding inhibition | inhibition, % at 10 µM | actives 0.12% (n = 190,000) | AID 1008;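 further: 0% = wells without compound plus tracer and 100% = blocker peptide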
RGS7-Gao: modulates binding of RGS7 to human Galphao | P09471 | Multiplexed bead flow cytometry; actives lie on both sides | binding response (% of control), % at 10 µM | actives 0.35% (n = 220,000); in the data active means binding response below about 49% or above about 150%; inconclusive means no clear call, values can overlap the other calls; inactive means in between;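 further: fluorescent Galphao held in activated GDP-AlF4 state binding bead-coupled RGS7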
Target sequence (P09471 whole entry, looked up): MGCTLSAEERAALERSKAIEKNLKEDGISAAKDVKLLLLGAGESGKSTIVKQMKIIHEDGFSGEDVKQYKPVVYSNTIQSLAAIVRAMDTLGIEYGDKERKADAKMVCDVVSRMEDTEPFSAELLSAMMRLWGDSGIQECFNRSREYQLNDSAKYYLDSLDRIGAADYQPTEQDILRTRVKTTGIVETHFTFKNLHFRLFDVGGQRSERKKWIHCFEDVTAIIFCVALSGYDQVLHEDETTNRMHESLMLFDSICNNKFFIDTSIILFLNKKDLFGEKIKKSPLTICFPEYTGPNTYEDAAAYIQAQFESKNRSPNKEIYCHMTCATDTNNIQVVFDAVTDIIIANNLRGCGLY
Bcl-W Bim block: human Bim-Bcl-W interaction inhibition; bead-based flow cytometry, Bim peptide-Bcl-W binding; inhibition, % at 10 µM; actives 0.02% (n = 190,000);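 further: 0% = bound tracer without compound and 100% = peptide blocker; higher means less fluorescent Bim peptide bound to Bcl-W beads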
Target sequence (Q92843 whole entry, looked up): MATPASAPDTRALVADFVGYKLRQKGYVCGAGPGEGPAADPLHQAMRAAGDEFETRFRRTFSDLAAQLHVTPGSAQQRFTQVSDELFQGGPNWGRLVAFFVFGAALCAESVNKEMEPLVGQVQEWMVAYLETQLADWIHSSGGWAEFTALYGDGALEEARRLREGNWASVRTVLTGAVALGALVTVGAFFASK
Bim-Mcl-1: disrupts Bim peptide binding to human Mcl-1. Q07820. actives 0.1% (n = 190,000). Bead-based flow cytometry, Bim peptide-Mcl-1 binding. AID 1009. inhibition, % at 10 µM;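 further: 0% = no compound tracer wells and 100% = peptide blocker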
Bim-Bcl-XL: inhibitors of Bim-Bcl-XL interaction, human; inhibition, % at 10 µM; Bim peptide-Bcl-XL binding, bead flow cytometry, fluorescence; Q07817; actives 0.04% (n = 190,000)
ABCB1 block: human ABCB1 inhibition, ABCG2 as counter-screen | P08183 | actives 0.067% (n = 190,000) | CCRF-Adr cells, JC-1 efflux, flow cytometry | inhibition, % at 6.6 µM; in the data active means inhibition above about 40%;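 further: 0% = vehicle and 100% = reference inhibitor; higher value means more JC-1 retained so stronger ABCB1 efflux block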
Bim-Bcl-2: inhibitors of Bim-Bcl-2 interaction, human; P10415; Bead-based flow cytometry, Bim peptide-Bcl-2 binding; inhibition, % at 10 µM; actives 0.06% (n = 190,000); AID 950; in the data active means inhibition above about 40%; inconclusive means no clear call, values can overlap the other calls;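 further: 0% = no compound wells with probe peptide and 100% = reference peptide inhibitor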
Target sequence (P10415 whole entry, looked up): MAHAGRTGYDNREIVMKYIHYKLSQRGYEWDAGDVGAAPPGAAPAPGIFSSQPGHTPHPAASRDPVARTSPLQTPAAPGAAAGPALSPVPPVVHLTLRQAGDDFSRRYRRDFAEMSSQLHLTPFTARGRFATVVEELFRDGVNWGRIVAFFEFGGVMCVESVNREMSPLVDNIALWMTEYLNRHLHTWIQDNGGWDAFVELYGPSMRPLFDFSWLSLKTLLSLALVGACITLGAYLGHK
Bcl-B Bim block: inhibitors of Bim-Bcl-B interaction, human | Q9HD36 | bead-based flow cytometry, Bim peptide-Bcl-B binding | inhibition, % at 10 µM | actives 0.073% (n = 190,000) | AID 951;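 further: 0% = tracer peptide without compound and 100% = reference inhibitor peptide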
Target sequence (Q9HD36 whole entry, looked up): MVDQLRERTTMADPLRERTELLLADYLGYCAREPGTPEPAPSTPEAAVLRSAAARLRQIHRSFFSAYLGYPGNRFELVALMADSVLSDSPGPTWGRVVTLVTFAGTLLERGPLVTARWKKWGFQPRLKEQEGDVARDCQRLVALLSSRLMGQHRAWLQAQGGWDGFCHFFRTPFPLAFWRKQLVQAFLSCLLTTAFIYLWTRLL
RGS8-Gao reg: modulates binding of RGS8 to human Galphao | multiplexed bead flow cytometry; actives lie on both sides | response (percent of control binding), % at 10 µM | actives 0.34% (n = 220,000); in the data active means response below about 60% or above about 140%; inactive means in between;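 further: Galphao activated as the GDP aluminium fluoride complex binding bead-coupled RGS8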
RGS4-Gao reg: human RGS4-Galphao interaction regulation. P09471. Multiplexed bead flow cytometry, RGS4-Galphao binding; actives lie on both sides. binding response (% of control), % at 10 µM. actives 0.33% (n = 220,000). AID 1415; in the data active means binding response below about 49% or above about 150%; inactive means in between;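 further: fluorescent Galphao activated with aluminum fluoride binding bead-coupled RGS4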
Starred values were filed as active, the others as inactive; ? = inconclusive; · = not tested or not shown. Unless noted, no stated cut-off is given here; in the data, active means inhibition above about 40%. Compounds were not picked by outcome. Share with any hit: about 0.94%.

mol,Bim-Bcl-XL,ABCG2 inh,RGS4-Gao reg,Bim-Mcl-1,Bim-Bfl-1,RGS8-Gao reg,ABCB1 block,Bcl-B Bim block,RGS7-Gao,Bim-Bcl-2,Bcl-W Bim block
CCc1ccccc1NC(=O)CSc1nnc([C@@H](NC(=O)OC(C)(C)C)C(C)C)o1,-1,5,105,0,0,105,2.2,0,100,-1,2
COc1ccc(/C=C/C(=O)OCC(=O)Nc2ccc(Cl)cn2)cc1,0,0,107,0,0,101,-0.1,0,102,0,0
Clc1ccc(CSc2nnc(-c3c[nH]c4ccccc34)o2)cc1,0,4,95,0,-1,94,0.5,-3,95,2,1
O=C1CC(c2ccc3c(c2)OCO3)c2cc3c(cc2N1)OCO3 (stereo not drawn),-2,7,100,-2,-1,99,1.0,0,99,-1,-2
COc1ccc2nc(Nc3nc(C)c(C(C)=O)s3)sc2c1,-1,-2,101,-1,0,98,-0.2,-3,101,-5,1
Oc1ccc(-c2cn3c(n2)SCC3)cc1O,15,1,83,7,29,71,0.2,-3,90,19,25
N#Cc1c(/N=C/N2CCOCC2)sc2c1CCCCC2,-7,6,103,-1,-9,100,1.4,-7,101,-7,0
CCOC(=O)c1sc(NC(=O)C2CC2)nc1C,-3,3,99,2,-9,101,0.3,-6,100,-5,0
O=C(O)CSc1nnc(-c2ccncc2)n1CCc1ccccc1,-7,4,99,0,-12,103,0.8,-7,102,-6,-1
CCOC(=O)c1sc(=S)n(-c2ccc(C)cc2)c1N,-5,10,97,-5,21,96,0.5,-43,94,-2,0
COc1ccc(-n2nnnc2SCC(=O)Nc2ccccc2N2CCOCC2)cc1,2,3,101,2,-3,101,1.3,0,116,1,2
O=C(NCc1cccs1)C1CC(=O)N(C2CCCC2)C1 (stereo not drawn),-10,0,90,1,-9,93,0.2,-2,96,-4,0
O=C(CCc1ccccc1)NN1C(=O)C2C3C=CC(O3)C2C1=O (stereo not drawn),-2,0,101,0,-8,98,-0.1,-4,97,0,-2
O=C(CN1CCN(Cc2ccccc2F)C1=O)NCCN1CCOCC1,-5,-4,97,0,-10,101,-2.4,-5,98,-2,1
Cc1ccc(CN2CCN(/N=C/c3cccnc3)CC2)cc1,0,8,110,1,5,125,0.5,2,110,2,0
Cc1ccc(C)c2[nH]c(=O)c(CN(Cc3nnnn3C3CCCCC3)CC3CCCO3)cc12 (stereo not drawn),0,-4,99,-1,-9,99,-1.8,-6,99,-9,0
O=c1[nH]ncc(N/N=C\c2cccs2)c1Cl,-3,2,98,-1,-5,105,0.0,-5,103,1,-4
COc1cccc(CN(CC2CCCO2)S(=O)(=O)c2ccc(S(=O)(=O)N(C)C)cc2)c1 (stereo not drawn),-3,3,92,0,-10,92,0.8,-8,92,-8,0
CN(CCO)c1cc(N2CCC3(CC2)OCCO3)c2nonc2c1[N+](=O)[O-],-9,17,98,-5,-15,98,0.6,-9,98,-11,-2
COCCn1c(Cc2ccccc2)nnc1SCC(=O)NC(C)(C)C,-4,1,104,0,-12,103,0.7,-7,103,-7,0
O=C(CSc1nc(-c2ccccc2)cs1)Nc1ccccc1[N+](=O)[O-],-5,57,97,-2,-5,99,0.7,-9,104,-5,-7
COC(=O)C1=C(CSc2nc3c(cc2C#N)CN(C)CC3)OC(N)=C(C#N)C1c1ccc(F)cc1 (stereo not drawn),-1,4,100,-2,13,99,0.6,-7,100,0,2
CCOc1ccccc1CN1CCN(Cc2cccc3c2OCO3)CC1CCO (stereo not drawn),-1,2,104,0,-3,104,0.8,-4,102,0,-1
Cc1ccc(C)c(N2CCN(C(=O)CCCN3C(=S)NC(C)(C)CC3C)CC2)c1 (stereo not drawn),-5,3,103,-2,-11,105,1.0,-5,106,0,-3
CC1=C(C(=O)Nc2cccc(C)n2)C(c2ccc3c(c2)OCO3)C2=C(CC(c3ccco3)CC2=O)N1 (stereo not drawn),-2,11,102,-2,2,105,1.1,-5,99,-4,1
CCO[C@H]1OC(C(N)=O)=C[C@@H](c2ccccc2)[C@@H]1CCCO,-3,2,100,-1,3,103,0.7,2,97,2,-1
CC1=C(C#N)C(Nc2ccc(Cl)cn2)(C(F)(F)F)C(=O)N1 (stereo not drawn),-3,2,96,0,0,96,0.7,-3,99,-1,0
O=C(CSc1ncnc2c1oc1ccccc12)c1cccs1,0,3,102,0,0,98,0.5,-2,101,-3,-2
CSc1ncccc1C(=O)OCC(=O)NC(N)=O,0,5,102,-3,-11,98,0.3,-6,99,-10,1
Cc1ccc([N+](=O)[O-])cc1N(CC(=O)NCC1CCCO1)S(C)(=O)=O (stereo not drawn),-2,8,103,3,-5,103,2.4,0,109,-5,0
CCCCNC(=S)NCCN1CCN(C(=S)NCCCC)CC1,-2,2,107,-1,-9,108,0.3,-7,105,0,-2
CCOC(=O)C1=C(C)NC(=O)NC1c1ccc(OC(C)C(=O)O)c(OC)c1 (stereo not drawn),-4,1,100,0,-11,101,2.8,-7,99,-5,0
CCOc1ccc2nc(SCC(=O)NCc3ccc(OC)c(OC)c3)[nH]c2c1,-2,0,103,-1,-3,104,0.0,-5,103,-2,-5
CCc1c(C)c(C#N)c2nc3ccccc3n2c1NCCN(C)C,2,3,99,0,-13,100,0.7,-6,93,-8,-3
COCCNC(=O)C1CCC(=O)N(c2ccc(OC)cc2)C1c1ccc(OC)c(OC)c1 (stereo not drawn),3,1,112,3,-7,105,0.9,-2,102,-6,6
O=C(CNC(=O)c1cccc(Br)c1)N/N=C/c1cn[nH]c1-c1ccccc1,-2,2,86,0,0,90,·,-3,85,-1,-1
COc1ccc(Cc2cnc(N)s2)cc1,-5,1,99,-2,-6,103,0.3,-5,95,-5,-1
CC(=O)Nc1ccccc1OC(=O)N1CCOCC1,-3,2,98,0,-10,98,1.1,-8,103,-13,3
O=C(/N=C1\NC(=O)C(F)(C(F)(F)F)S1)NC1CCCCC1 (stereo not drawn),-2,0,99,0,6,93,0.0,-15,107,-2,3
Cc1cccc2c(C(=O)Nc3ccc(Br)cc3)cc(-c3ccccn3)nc12,5,4,107,-1,5,102,0.1,1,?,-1,6
Cc1ccc(CNC(=O)C2CCN(S(=O)(=O)N3CCOCC3)CC2)cc1,0,0,80,2,-3,93,0.1,-1,81,-4,1
COc1ccc(N2CCN(C(=O)COc3ncnc4ccccc34)CC2)cc1,-3,1,99,0,-5,100,0.6,0,?,-1,2
CCC(C)(C)NC(=O)C(c1ccco1)N(C(=O)c1csnn1)c1cccc(F)c1 (stereo not drawn),-5,8,88,-3,-21,89,1.4,-11,100,-12,-1
COc1ccc(C(=O)CSc2nnc(NC(=O)C3CC(=O)N(c4cccc(OC)c4)C3)s2)cc1 (stereo not drawn),-5,1,98,-1,-13,102,-0.5,-6,99,-7,-2
Cc1cccc(C(=O)NNC(=O)c2cccc(C)c2)c1,-5,-2,99,-3,0,100,·,-8,100,-3,-4
CC(/C=C(\NC(=O)c1ccccc1)C(=O)N=Nc1c(O)[nH]c2ccc(C)cc12)=C\c1ccccc1,-1,0,100,-1,0,99,-0.5,0,97,-2,-1
Cc1cc(C)c2c(=O)[nH]c(SCC(=O)Nc3ccc(N(C)C)cc3)nc2n1,-4,17,102,-4,-3,100,1.2,-7,101,-4,-3
O=[N+]([O-])c1cc(S(=O)(=O)c2ccc(N3CCCCC3)c([N+](=O)[O-])c2)ccc1N1CCCCC1,-3,2,91,-2,0,83,0.4,-4,95,-4,-3
CCN(CC)c1ccc(/C=N/NC(=O)Nc2ccccc2)cc1,-4,2,99,-1,-6,100,-0.1,-6,97,0,-4
CCOC(=O)N1CCN(CC(O)COCc2ccc(Cl)cc2)CC1 (stereo not drawn),0,8,102,0,0,101,1.8,0,101,1,-2

Next part.
mol,Bim-Bcl-XL,ABCG2 inh,RGS4-Gao reg,Bim-Mcl-1,Bim-Bfl-1,RGS8-Gao reg,ABCB1 block,Bcl-B Bim block,RGS7-Gao,Bim-Bcl-2,Bcl-W Bim block
CC(=O)Nc1ccc(S(=O)(=O)n2cnc3cc(C)c(C)cc32)cc1,-2,4,98,-3,-1,88,0.9,-3,93,-2,-4
O=C(NCc1cccs1)c1cc(-c2cccc(Cl)c2)on1,-10,16,104,-1,-12,101,-0.3,-6,104,-7,0
Cc1cc(Cl)ccc1OCCCC(N)=O,-11,1,102,-2,-11,102,0.1,-9,100,-10,0
COC(=O)CSc1nnc(-c2ccco2)n1Cc1ccco1,-6,9,107,-2,-13,104,-1.0,-9,127,-6,-3
CCOC(=O)C1(Cc2cccc(OC)c2)CCCN(S(=O)(=O)c2cccnc2)C1 (stereo not drawn),-1,1,102,1,-2,102,1.0,0,101,0,0
Cc1ccc(S(=O)(=O)NC2(C(F)(F)F)NC(=O)N(C)C2=O)cc1 (stereo not drawn),-3,2,94,-4,-2,93,0.2,-2,96,-2,-5
CCCOc1cccc(C(=O)N(Cc2cccs2)C2CCS(=O)(=O)C2)c1 (stereo not drawn),-5,5,97,-2,-14,100,2.3,-7,96,-11,-3
Cc1ccc(C(C)(C)C)c(OCCN2CCCC2)c1,-5,2,107,0,0,102,0.0,0,103,0,-1
O=C(CNc1cccc(Cl)c1)c1ccc(Cl)cc1,-10,5,98,-3,-13,97,0.0,-10,95,-6,-1
CCOC(=O)c1[nH]c2ccccc2c1NC(=O)c1ccc2c(c1)OCO2,-8,3,79,0,-12,89,0.9,-6,99,-5,-1
CC(Cl)C(=O)Nc1cc(C(C)(C)C)nn1-c1ccccc1 (stereo not drawn),0,1,99,0,-1,103,0.7,-3,101,1,2
Cc1ccc(Sc2ccncc2S(N)(=O)=O)cc1,-5,-3,101,-5,-3,102,-0.4,-6,102,-6,-4
CCOc1ccc(CNc2ccc3c(c2)ncn3C)cc1,0,2,101,0,21,100,0.8,-7,100,6,6
O=C(COC(=O)COc1ccccc1)NC1CCCc2ccccc21 (stereo not drawn),-3,12,95,-4,-2,87,0.7,3,100,-1,-1
O=C(CS(=O)(=O)c1c[nH]c2ccccc12)NC1CCCCC1,-1,2,104,1,-10,103,0.5,-5,106,-4,1
O=C1c2cccc3cccc(c23)C(=O)N1Cc1ccccc1,0,4,101,3,-3,104,0.4,0,103,0,1

One compound at a time (already shown).
Record of O=C1c2cccc3cccc(c23)C(=O)N1Cc1ccccc1 = Bim-Bcl-XL = 0; ABCG2 inh = 4; RGS4-Gao reg = 101; Bim-Mcl-1 = 3; Bim-Bfl-1 = -3; RGS8-Gao reg = 104; ABCB1 block = 0.4; Bcl-B Bim block = 0; RGS7-Gao = 103; Bim-Bcl-2 = 0; Bcl-W Bim block = 1
Record of O=C(CS(=O)(=O)c1c[nH]c2ccccc12)NC1CCCCC1 = Bim-Bcl-XL = -1; ABCG2 inh = 2; RGS4-Gao reg = 104; Bim-Mcl-1 = 1; Bim-Bfl-1 = -10; RGS8-Gao reg = 103; ABCB1 block = 0.5; Bcl-B Bim block = -5; RGS7-Gao = 106; Bim-Bcl-2 = -4; Bcl-W Bim block = 1

Screening results from PubChem BioAssay.
